TNF necrop inh = blocks TNF-alpha induced death of Jurkat FADD-/- cells | Jurkat FADD-/- TNF necroptosis rescue, ATP luminescence, 24 h; 0 = TNF only, 100 = no-TNF cells | activation (protection from cell death), % at 10 µM | 220,000 compounds, 0.068% hits | AID 463075;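 active = activation, meaning protection from cell death, of at least 50% relative to plate controls; inactive = activation below 50%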;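 note: necroptosis triggered by 40 ng/mL TNF-alpha added together with compound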
CHOP inhibitor = CHOP inhibition in unfolded protein response. 220,000 compounds, 3.8% hits. CHO-K1 CHOP-promoter luciferase, tunicamycin-induced, 15-18 h. inhibition, % at 10 µM;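 active = compounds that reduced the stress-induced luciferase reporter signal by more than about 70% of percent inhibition, limit read from the data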;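 note: 0% = tunicamycin plus vehicle and 100% = wells without tunicamycin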
TRPML3 ag = agonists of human TRPML3 channel; Q8TDD5; HEK293 TRPML3-YFP, Fluo-8 calcium fluorescence; 100% = the carbachol control signal; activation, % at 3 µM; 220,000 compounds, 0.29% hits; AID 1448;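 active = activation above its plate's cutoff, the mean activation of the plate's test wells plus 3 SD, cut at about 12% in these data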;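 note: 0% = DMSO only wells and 100% = carbachol wells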
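Material: HEK293 cells stably carrying human TRPML3-YFP; compound dosing: single dose, 3 µM final nominal compound, 0.3% DMSO final; incubation: 1-h 37 °C dye load, 5-s basal, 120-s post-compound reads; technique: Fluo-8 intracellular calcium fluorescence, excitation 470-495 nm, emission 515-575 nm; read-out basis: percent activation from peak-to-basal fluorescence ratio, scaled between DMSO and carbachol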
TRPN1 ag = agonists of zebrafish TRPN1 channel; activation, % at 3 µM; HEK293 zebrafish TRPN1-YFP, Fluo-8 calcium fluorescence; 100% = response to 87 µM carbachol; AID 1424; 220,000 compounds, 0.18% hits;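 active = activation above its plate's cutoff, the mean activation of test wells on that plate plus 3 SD, cut at about 19% in these data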;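 note: 0% = DMSO alone and 100% = 87 µM carbachol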
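Control set: carbachol 87 µM as high control, DMSO as low control; system: HEK293 stable line with zebrafish TRPN1-YFP; read-out: % activation versus carbachol response; detection: intracellular calcium fluorescence with Fluo-8; doses: single test compound dose, 3 µM nominal, 0.3% DMSO; schedule: dye 1 h 37 °C plus 30 min RT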
RBBP9 inh = blocks human serine hydrolase RBBP9. O75884. recombinant RBBP9, FP-Rh probe fluorescence polarization. inhibition, % at 7.94 µM. 220,000 compounds, 0.2% hits. AID 1515;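 active = inhibition above the campaign mean of all tested compounds plus 3 SD, cut at about 14% in these data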;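 note: plate controls were DMSO wells with RBBP9 for no effect and wells lacking RBBP9 protein for full effect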
Target sequence (O75884 whole entry, looked up): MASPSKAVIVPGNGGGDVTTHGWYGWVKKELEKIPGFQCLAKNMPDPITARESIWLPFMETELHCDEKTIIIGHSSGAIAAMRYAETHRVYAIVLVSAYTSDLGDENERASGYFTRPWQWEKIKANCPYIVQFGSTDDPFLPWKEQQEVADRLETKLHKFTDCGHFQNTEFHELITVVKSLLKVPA
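Test system: recombinant human RBBP9. Quantity: 2.5 µM RBBP9 dispensing solution, before mixing. Detection: FP readout at 525/598 nm. Reagent: Serine-hydrolase probe FP-Rh, 375 nM pre-mixing. Measure: % inhibition. Control set: DMSO-treated enzyme wells and wells lacking RBBP9. Buffer or medium: Tris-NaCl-Pluronic buffer, pH 8.0. Times: preincubation 30 min plus labeling 45 min at 25 °C.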
Ba/F3 V617F tox = lowers viability of Ba/F3 cells expressing EpoR and JAK2V617F | 220,000 compounds, 1.1% hits | inhibition, % at 5.6 µM | ATP luminescence | AID 1446;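 active = inhibition above the campaign mean plus 3 SD over all tested compounds, cut at about 24% in these data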;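 note: cytokine-independent growth of Ba/F3 cells driven by EpoR plus mutant JAK2; 0% = DMSO-treated cells and 100% = JAK inhibitor I control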
Wee1 degr inh = human Wee1 degradation inhibition, primary screen. 220,000 compounds, 1.2% hits. P30291. reporter increase, % at 5 µM. AID 1321. HeLa Luc-Wee1K328M stability, luciferase luminescence; 100% = proteasome inhibitor MG132 effect;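 active = activation above the mean of all tested compounds plus 3 SD, set per screening run, cut at about 8.8% in these data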;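 note: cells exposed to compound for 20 h before luminescence read; 0% = DMSO alone and 100% = MG132 at 30 µM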
Target sequence (P30291 whole entry K328M): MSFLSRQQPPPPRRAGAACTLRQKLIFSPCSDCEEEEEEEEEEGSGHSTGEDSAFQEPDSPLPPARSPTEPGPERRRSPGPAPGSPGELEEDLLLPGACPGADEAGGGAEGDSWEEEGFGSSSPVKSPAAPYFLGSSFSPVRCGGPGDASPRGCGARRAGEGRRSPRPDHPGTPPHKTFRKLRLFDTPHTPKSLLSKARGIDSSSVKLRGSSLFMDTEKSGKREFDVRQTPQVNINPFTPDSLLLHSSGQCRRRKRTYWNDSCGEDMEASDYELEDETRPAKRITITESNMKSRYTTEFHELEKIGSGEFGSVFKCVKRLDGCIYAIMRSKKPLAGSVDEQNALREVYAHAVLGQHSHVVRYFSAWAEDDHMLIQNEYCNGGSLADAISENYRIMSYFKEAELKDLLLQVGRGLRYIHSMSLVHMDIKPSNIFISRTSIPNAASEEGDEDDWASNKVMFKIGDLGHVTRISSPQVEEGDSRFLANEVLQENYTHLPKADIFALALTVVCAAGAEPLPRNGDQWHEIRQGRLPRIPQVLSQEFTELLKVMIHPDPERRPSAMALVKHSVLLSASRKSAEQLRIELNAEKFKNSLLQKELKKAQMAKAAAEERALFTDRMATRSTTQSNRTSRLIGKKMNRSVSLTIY
BaF3 tox = counter-screen for JAK2V617F inhibitors: parental Ba/F3 viability inhibitors | 220,000 compounds, 1.1% hits | CellTiter-Glo ATP luminescence | inhibition, % at 5.6 µM | AID 1486;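 active = inhibition above a per-campaign cutoff, the mean inhibition of all tested compounds plus 3 SD, cut at about 27% in these data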;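 note: 0% = DMSO wells and 100% = JAK Inhibitor I control wells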
PPC-1+TRAIL kill = kills PPC-1 cancer cells in the presence of TRAIL. cell killing (% activity), % at 4 µM. AID 1443. 220,000 compounds, 0.41% hits. PPC-1 cells + TRAIL, ATPLite viability luminescence;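 active = cell killing above 50% in the first pass at 4 µM, then a duplicate retest at 5 µM averaging 50% or more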;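 note: plate controls were cells with TRAIL plus DMSO for no effect and medium-only wells lacking cells for full effect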
* hit, by the source's call.

SMILES	BaF3 tox	TRPML3 ag	TRPN1 ag	PPC-1+TRAIL kill	CHOP inhibitor	RBBP9 inh	Ba/F3 V617F tox	TNF necrop inh	Wee1 degr inh
CC(C)n1c(C(=O)OCC(=O)NCc2ccc3c(c2)OCO3)cc2occc21	4	-0.4	-0.8	12	-11	-8	3	0.7	-1
COc1ccc(CCNC(=O)CN(C)S(=O)(=O)c2ccc3c(c2)CCC(=O)N3)cc1OC	1	-0.4	-0.1	8	34	-8	-2	0.0	2
COc1cc(NS(=O)(=O)c2ccc(OC)c(OC)c2)cc(OC)c1	3	-0.1	3.9	9	-3	-4	4	0.2	-2
CCn1c(CCC(=O)O)nc2cc(S(=O)(=O)N(C)C)ccc21	5	1.1	1.1	9	-7	-2	-1	1.5	-4
CC(=O)Nc1ccc(Nc2nc(C)c([N+](=O)[O-])c(Nc3ccccc3)n2)cc1	3	0.6	-0.2	30	55	0	0	-2.3	6
O=c1cc(O)c2sc3nc4c(c(C(F)(F)F)c3c2[nH]1)CCCCC4	4	0.1	1.1	14	-30	-2	4	-0.7	6
CCOC(=O)C1CCCN(C(=O)c2ccc(Cl)c(S(=O)(=O)N3CCCCC3)c2)C1 (centres undefined)	6	4.0	4.5	21	13	0	4	0.1	-3
CN(C)c1ccc(CNn2cnnc2SCc2ccccc2F)cc1	3	-0.1	-0.2	6	37	-7	4	1.6	-4
O=C(Nc1ccccc1)c1sccc1Oc1ccc([N+](=O)[O-])cc1F	6	-0.4	-2.2	10	48	5	-1	0.2	3
Cc1cc(Nc2ccccc2)nn1C(=O)c1ccc(Cl)cc1	4	-0.1	-0.6	-8	77*	-2	2	5.0	-2
Cc1sc2nc(CN3CCCCC3)nc(Nc3ccc4c(c3)OCCO4)c2c1C	6	0.7	-0.3	20	-5	0	4	-0.7	-1
Cc1cccc(NC(=O)CCN2CCN(C/C=C/c3ccccc3)CC2)c1	6	0.1	0.2	8	2	-8	3	-1.1	-2
CCOC(=O)Nc1ccc2c(COC(=O)CNS(=O)(=O)c3cccc(Br)c3)cc(=O)oc2c1	-2	-0.6	-0.1	6	-1	3	-4	1.0	0
COC(=O)C1=CN(C)C=C(C(=O)OC)C1c1ccccc1Cl	-1	0.2	-0.2	12	5	6	-5	-0.2	-3
CCN(CC)S(=O)(=O)c1ccc(Nc2nc3ccccc3n3nnnc23)cc1	6	0.4	1.8	7	-3	-5	0	-11	-1
CN(C)c1ccc(C2NCC(CCl)O2)cc1 (centres undefined)	-1	0.3	0.1	6	-3	-4	-1	-4.6	0
CN(C(=O)CSc1nnc(-c2n[nH]c3ccccc23)o1)c1ccccc1	6	0.8	2.6	19	13	3	3	-2.7	5
CN(Cc1ccccc1)S(=O)(=O)c1ccc(OCC(=O)N2CCC(C(N)=O)CC2)cc1	1	1.3	1.9	14	-2	-3	3	-2.5	6
CC(C)NS(=O)(=O)c1ccc(NC(=S)NC(=O)c2cccc([N+](=O)[O-])c2)cc1	5	1.1	3.2	12	-18	-4	-1	1.4	-3
N#CC1=C(SCC(=O)NC2CCCCC2)NC(=O)CC1c1ccco1 (centres undefined)	4	0.0	2.2	21	17	1	-2	-1.0	-3
Cc1ccccc1NC(=O)CC1SCCNC1=O (centres undefined)	0	0.8	0.8	31	6	1	-5	-0.1	2
Cc1ccc(NC(=O)CC2C(=O)N(Cc3ccccc3)C(=S)N2NC(=O)c2ccccc2)c(C)c1 (centres undefined)	3	0.1	1.2	10	29	-9	1	2.0	0
CC(=O)N1N=C(c2ccccc2)OC12CCCC2	0	-0.1	-0.4	-3	4	-12	-5	-1.1	-4
O=C(c1ccc(N2C(=O)CCC2=O)cc1)N1CCN(c2ccccc2)CC1	0	0.3	0.5	8	-10	-6	-3	0.1	4
Cc1ccc(NC(=O)N2CCC(c3nc4c(nnn4Cc4cccc(Cl)c4)c(=O)[nH]3)CC2)cc1	8	-1.6	-0.7	-15	28	-8	3	-3.2	1
Cc1c(C#N)c(O)n(CCO)c(=O)c1N=Nc1ccccc1	2	0.6	-1.9	9	28	-4	2	-7.7	-1
COc1ccccc1/C=C/C(=O)Nc1ccc2c(c1)CCC2	4	-0.1	-0.7	1	-10	-14	-2	2.3	11*
c1ccc2c(c1)CNc1ccccc1C2	2	1.4	-0.2	-2	57	-8	-2	-0.7	0
Cc1cccc(C)c1NC(=O)C1c2cccc[n+]2CC(=O)N1Cc1cccs1 (centres undefined)	6	1.5	-1.8	-2	-8	6	3	1.1	-2
CCOC(=O)Cc1csc(NC(=O)CSc2nnc(-c3cccnc3)n2Cc2ccco2)n1	2	-0.3	0.6	28	3	-9	-4	-0.9	0
COc1ccc(CN(Cc2ccc(C(=O)O)cc2)C(=S)Nc2ccccc2Cl)cc1OC	-1	0.6	0.6	10	1	-1	-2	1.6	3
COc1ccc(N2CCN(CCC3Oc4cc([N+](=O)[O-])ccc4NC3=O)CC2)cc1 (centres undefined)	6	1.3	1.7	4	12	12	1	0.9	-1
Oc1oc(-c2ccccc2)nc1C=NCc1ccncc1	1	0.2	0.8	37	-18	-8	2	1.1	3
O=c1[nH]c(S)c(/C=C2\C=Nc3ccccc32)s1	0	-0.3	-1.5	18	9	-1	-2	-3.2	4
Cc1cccc(C)c1NC(=O)c1cccc(COc2cc(Cl)ccc2Cl)c1	7	-0.5	0.6	12	-14	-3	4	1.2	9.0*
Cc1ccc(CNC(=O)c2ccccc2NC(=O)CSc2nnnn2C)cc1	8	-0.6	0.1	-17	23	-7	5	0.2	-3
C=CCn1c(SCC(=O)N2CCN(C(=O)c3ccco3)CC2)nc2sc(CC)cc2c1=O	5	-0.3	0.4	6	25	-5	5	-6.9	8
Oc1ccccc1-c1nc(NCc2ccco2)c2ccccc2n1	2	0.3	1.6	30	33	-3	2	1.8	2
CN(CC(O)COc1ccc(S(=O)(=O)N2CCOCC2)cc1)C1CCCCC1 (centres undefined)	8	0.4	0.9	-5	10	-7	2	0.4	-2
CCCC(=O)Nc1cccc(NC(=O)c2cccc([N+](=O)[O-])c2C)c1	8	0.0	1.7	20	24	-6	4	3.3	1
CCOc1ccc(N(C)S(=O)(=O)c2ccc3[nH]cc(C(=O)NCC4CCCO4)c(=O)c3c2)cc1 (centres undefined)	5	0.6	2.0	12	17	3	-2	-0.4	-2
S=C(NCC1CCCO1)N1CCN(c2cccc(Cl)c2)CC1 (centres undefined)	10	2.6	8.1	13	0	-8	5	-2.6	2
N#Cc1ccc(CSc2nnc(NC(=O)C3CCCO3)s2)cc1 (centres undefined)	1	0.6	0.7	16	-6	0	-3	-3.1	-4
O=[N+]([O-])c1ccc2nc(NCCCO)nc(-c3ccccc3)c2c1	1	0.8	0.0	30	17	-10	0	1.3	-1
CN(C)C(=O)C1CC(=O)OC12CCCCC2 (centres undefined)	-7	0.3	1.8	9	-8	-6	-5	0.3	-4
N#C/C(=C/c1ccc(C(=O)O)cc1)C(=O)Nc1ccccc1	12	0.8	2.3	-8	-46	-10	4	-0.1	9.0*
CCOc1cccc(-c2nnc(SCC(=O)Nc3cc(OC)cc(OC)c3)n2N)c1	-2	-0.2	-1.0	-2	49	-10	-4	0.5	3
CCCCn1c(=O)[nH]c(=O)c2c(C(=O)OCC)cc(-c3cccs3)nc21	1	0.6	-0.2	-10	32	-3	-1	-1.8	-3
Cc1ccccc1NC(=O)N(C(C)C)C(C)C	0	-0.1	-0.6	13	-2	-9	-4	-0.7	1
O=C1CC(c2ccccc2)CC(=O)C1=CN1CCCC1 (centres undefined)	1	0.7	1.2	6	31	-14	4	-0.3	4

Given field by field: entries from further up.
N#C/C(=C/c1ccc(C(=O)O)cc1)C(=O)Nc1ccccc1
  BaF3 tox: 12; TRPML3 ag: 0.8; TRPN1 ag: 2.3; PPC-1+TRAIL kill: -8; CHOP inhibitor: -46; RBBP9 inh: -10; Ba/F3 V617F tox: 4; TNF necrop inh: -0.1; Wee1 degr inh: 9.0*

CCOc1cccc(-c2nnc(SCC(=O)Nc3cc(OC)cc(OC)c3)n2N)c1
  BaF3 tox: -2; TRPML3 ag: -0.2; TRPN1 ag: -1.0; PPC-1+TRAIL kill: -2; CHOP inhibitor: 49; RBBP9 inh: -10; Ba/F3 V617F tox: -4; TNF necrop inh: 0.5; Wee1 degr inh: 3

Remaining list, next part
SMILES	BaF3 tox	TRPML3 ag	TRPN1 ag	PPC-1+TRAIL kill	CHOP inhibitor	RBBP9 inh	Ba/F3 V617F tox	TNF necrop inh	Wee1 degr inh
COc1ccc([N+](=O)[O-])cc1C1NN=C(c2ccccc2O)S1 (centres undefined)	-2	-0.7	0.4	13	32	7	-4	-5.1	1
COc1ccc(NC(=O)CCC(=O)OCc2ccc(Br)cc2)cc1	9	0.8	0.5	27	-28	-2	-2	0.4	0
CCOC(=O)c1nnn(-c2nonc2N)c1CNC(C)C	2	0.5	0.5	9	-4	-6	2	0.5	0
O=C(NNc1nc2ccccc2s1)Nc1ccc(Cl)c(Cl)c1	-1	-0.9	-0.6	-3	106*	2	6	1.2	0
CCc1ccc(CN2C(=O)CCC2(C)C(=O)NC2CCCC2)cc1 (centres undefined)	1	0.4	0.4	28	-10	-4	-3	-3.3	3
O=C(Cc1ccccc1)Nc1ccc(NC(=O)c2cccs2)c(Cl)c1	6	0.7	1.6	36	9	-2	4	3.3	1
CCCCCCC(=O)Oc1cccc(N2C(=O)C3CCCCC3C2=O)c1 (centres undefined)	3	0.6	1.6	10	-4	-10	2	0.9	1
O/N=C1\CC/C(=N\O)c2nn(-c3ccccc3Cl)nc21	2	-0.5	-0.3	12	20	-5	2	-2.5	-1
O=C1CCCc2oc3ccc(O)cc3c21	1	0.5	0.3	18	7	-5	1	0.5	1
O=C(c1ccc(C(F)(F)F)cc1)C1CCCN(Cc2cccn2-c2ncccn2)C1 (centres undefined)	1	0.6	0.1	25	28	2	-4	3.2	1
Cc1c(NC(=O)CSc2nncc3ccccc23)c(=O)n(-c2ccccc2)n1C	2	-0.1	1.5	-21	-1	-3	-1	-1.0	0
O=C(Nc1cccn(Cc2ccc(F)cc2)c1=O)NC1CCCCC1	7	0.9	1.5	24	32	-3	0	1.0	2
COc1ccc2nc(NCCNC(=S)NCCCN3CCOCC3)c(C#N)cc2c1	10	0.7	-1.0	-3	17	-3	-1	0.8	-1
Cc1ccc(/C=N/NC(=O)CSc2nc3ccccc3n2C)s1	3	-1.0	-1.4	-7	11	-8	2	-6.2	3
COc1cccc(/C=C(/C(=O)OCC(N)=O)c2ccccc2)c1	5	0.6	-1.5	16	20	1	1	-0.7	-2
Cc1ccccc1Sc1ncnc2onc(C)c12	3	-0.4	-0.4	-12	17	2	0	-2.8	8

Screening results as filed in PubChem.
